# AGP1 TOR yeast: alters AGP1-GFP fluorescence in TOR pathway yeast screen; S. cerevisiae AGP1-GFP multiplex flow cytometry, 3 h; GFP as percent of DMSO wells; GFP response vs DMSO, % at 10 µM; actives 0.02% (n = 320,000); AID 2066;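 active = GFP response relative to DMSO above a set limit, near screen average plus 3 SD, cut at about 150% in these data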;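 note: median GFP channel fluorescence of the gated AGP1 strain per well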
# Efflux pump inh: inhibitors of Candida antifungal efflux pumps expressed in yeast; AID 485275; S. cerevisiae Candida pump triplex, Nile Red efflux; inhibition, % at 10 µM; actives 0.44% (n = 330,000);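 active = plate passing quality check with inhibition over a set limit, or well fluorescence over plate mean plus 4 SD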;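 note: Nile Red retained in pooled yeast measured as flow cytometry median fluorescence; 0% = buffer negative control and 100% = Enniatin B positive control; higher means more Nile Red kept so more efflux inhibition; some compounds called inactive have numbers as strong as hits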
# AHR activator: activates the human aryl hydrocarbon receptor. P35869. AHR-responsive luciferase reporter cells, luminescence. activation, % at 5 µM. actives 2.5% (n = 320,000); in the data active = activation above about 47%;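 note: 0% = vehicle wells and 100% = reference agonist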
# Target sequence (P35869 whole entry, looked up): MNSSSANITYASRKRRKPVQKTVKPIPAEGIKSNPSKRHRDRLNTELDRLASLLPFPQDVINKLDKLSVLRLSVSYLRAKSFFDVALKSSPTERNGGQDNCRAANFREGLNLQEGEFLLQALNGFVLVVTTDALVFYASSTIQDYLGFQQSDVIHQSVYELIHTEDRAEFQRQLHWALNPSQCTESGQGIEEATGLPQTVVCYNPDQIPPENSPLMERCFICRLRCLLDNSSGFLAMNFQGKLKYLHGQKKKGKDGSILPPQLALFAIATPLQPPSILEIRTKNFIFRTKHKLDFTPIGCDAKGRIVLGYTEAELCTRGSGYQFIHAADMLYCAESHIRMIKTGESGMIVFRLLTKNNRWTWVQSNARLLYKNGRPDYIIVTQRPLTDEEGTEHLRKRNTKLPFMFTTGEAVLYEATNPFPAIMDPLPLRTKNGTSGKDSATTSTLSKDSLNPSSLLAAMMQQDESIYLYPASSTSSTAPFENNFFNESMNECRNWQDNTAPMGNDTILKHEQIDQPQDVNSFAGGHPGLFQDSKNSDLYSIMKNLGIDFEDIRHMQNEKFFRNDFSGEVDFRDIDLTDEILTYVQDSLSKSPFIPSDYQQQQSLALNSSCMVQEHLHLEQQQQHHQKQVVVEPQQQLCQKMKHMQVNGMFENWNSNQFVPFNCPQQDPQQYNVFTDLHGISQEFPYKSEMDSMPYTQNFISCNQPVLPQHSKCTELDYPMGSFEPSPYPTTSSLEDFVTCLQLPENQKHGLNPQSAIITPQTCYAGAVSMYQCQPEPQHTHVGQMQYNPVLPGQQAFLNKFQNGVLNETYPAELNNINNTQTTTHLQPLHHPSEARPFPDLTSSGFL
# RPL19A TOR yeast: yeast TOR pathway RPL19A-GFP modulation; S. cerevisiae RPL19A-GFP strain, flow cytometry, 3 h; active compounds read low; percent response vs DMSO, % at 10 µM; actives 0.3% (n = 330,000);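 active = percent response vs DMSO below 50%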;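 note: median channel GFP fluorescence of the barcoded RPL19A-GFP strain; ratio of sample median GFP to plate DMSO average so 100% = DMSO; lower means less RPL19A-GFP as with rapamycin TOR inhibition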
# Yeast superoxide: yeast age-related superoxide inhibition as caloric restriction mimetic; S. cerevisiae aged cells, superoxide DHE fluorescence; active compounds read low; superoxide response (% of plate mean), % at 10 µM; actives 0.18% (n = 330,000); AID 2690;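 active = superoxide response under a set limit, about three screen SD below normal, cut at about 65% in these data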;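 note: yeast aged for seven days with compound at 30 °C before DHE staining; 100% = average MFI of all compound-treated wells on the plate with controls excluded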
# CIT2 TOR yeast: yeast TOR pathway CIT2-GFP modulation. S. cerevisiae CIT2-GFP strain, flow cytometry, 3 h; 100 means same as DMSO wells. AID 2029. actives 0.065% (n = 320,000). GFP response vs DMSO, % at 10 µM;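 active = GFP response relative to DMSO above a set limit, near the screen mean plus 3 SD, cut at about 150% in these data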;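 note: ratio of well median GFP fluorescence to mean of DMSO wells on the plate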
# LAP4 TOR yeast: yeast TOR pathway LAP4-GFP modulation | S. cerevisiae LAP4-GFP multiplex, flow cytometry GFP, 3 h; median GFP as percent of DMSO wells | GFP response vs DMSO, % at 10 µM | actives 0.34% (n = 320,000) | AID 2023;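 active = GFP response vs DMSO above a set limit, about the screen mean plus 3 SD, cut at about 150% in these data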
# MEP2-GFP yeast: modulators of TOR pathway MEP2-GFP in S. cerevisiae. S. cerevisiae MEP2-GFP strain, flow cytometry GFP, 3 h; 100% = DMSO control level. GFP response vs DMSO, % at 10 µM. actives 0.51% (n = 330,000). AID 2016;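 active = GFP response versus DMSO above a set limit, roughly screen mean plus 3 SD, cut at about 180% in these data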;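 note: median GFP fluorescence of the barcode-gated MEP2-GFP cells per well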
# Starred values were filed as active, the others as inactive; . = no result given. The order is random; overall some 3.9% were active at least once.
SMILES,AGP1 TOR yeast,Efflux pump inh,AHR activator,RPL19A TOR yeast,Yeast superoxide,CIT2 TOR yeast,LAP4 TOR yeast,MEP2-GFP yeast
COc1ccc(S(=O)(=O)N(CC(=O)NN=C2CCN(C)CC2)c2cc(Cl)ccc2OC)cc1OC,103,-0.1,2,101,87,100,92,103
NC(=O)COc1ccc2cc(-c3ccc(F)cc3)c(=O)oc2c1,97,0.0,0,99,96,95,95,101
Nc1c(-c2cccc([N+](=O)[O-])c2)nc2ccccn12,97,-0.1,9,102,90,97,88,95
O=S(=O)(Cc1ccccc1)N1CCN(c2ccccc2)CC1,89,0.0,9,93,96,88,96,99
S=C(Nc1ccc(Oc2ccccc2)cc1)N1CCOCC1,88,0.0,1,95,104,91,99,97
CCc1nnc(NS(=O)(=O)c2ccc(Nc3ccc([N+](=O)[O-])c4nonc34)cc2)s1,96,0.0,1,97,142,90,99,91
CC(NC(=O)c1ccc(Br)o1)c1ccccc1 (stereo not drawn),104,-0.4,1,96,108,94,109,104
COc1ccc(S(=O)(=O)CCC(=O)Nc2c(C)cccc2C)cc1,95,0.0,2,104,111,98,95,116
NS(=O)(=O)c1ccc(CCNS(=O)(=O)Cc2ccc(Cl)cc2)cc1,101,0.0,-3,101,99,101,97,103
COC(=O)c1nonc1NCn1nnc2ccccc21,107,0.0,3,104,106,110,103,102
COc1ccc2nc(C)cc(NCc3ccc(F)cc3)c2c1,98,0.0,21,97,92,103,117,143
Cn1nnnc1SCC(=O)Nc1ncc(Cl)cc1Cl,101,-0.2,-3,96,93,100,98,96
Fc1ccc(-c2[nH]ncc2-c2nnnn2-c2ccccc2)c(F)c1,100,-0.2,-6,95,113,90,.,91
O=c1c2ccccc2nnn1Cc1ccccc1,97,0.1,1,93,99,93,100,95
CSCCC(NC(=O)C1CCC(C)CC1)C(=O)NCCN1CCC(C)CC1 (stereo not drawn),103,0.0,-1,93,94,97,109,95
CCCC1c2ccc(C)n2CCN1C(=O)Nc1ccccc1Cl (stereo not drawn),100,0.0,0,97,105,102,98,103
CCN(CC(=O)NCc1cccs1)C(=O)CCOc1ccccc1C,107,-3.6,-1,110,99,117,105,113
COc1cccc(CNS(=O)(=O)c2ccc3c(c2)N(C)CCO3)c1,98,0.0,3,97,104,93,96,98
COc1ccc(NS(=O)(=O)c2cccc(N3CC(O)=C(c4ccccc4)C3=N)c2)cc1,107,-0.1,9,105,74,107,99,106
COc1ccc(C(=O)NCCc2c[nH]c3ccccc23)cc1[N+](=O)[O-],110,0.0,15,108,105,115,89,107
Cc1cccc(NC(=S)N2CCN(S(=O)(=O)c3ccccc3)CC2)c1,94,-0.1,.,106,72,99,70,101
Nc1nc(OCc2ccccc2)c2[nH]cnc2n1,88,-0.1,35,96,101,104,100,86
CCN(C(=O)CN1C(=O)S/C(=C\c2ccccc2OC)C1=O)C1CCS(=O)(=O)C1 (stereo not drawn),99,0.3,4,99,123,97,92,95
O=C(COC(=O)/C=C/c1nc2ccccc2s1)Nc1cccc2ccccc12,104,0.0,13,105,119,108,101,108

# Structural class, those above with four or more nitrogen atoms
SMILES,AGP1 TOR yeast,Efflux pump inh,AHR activator,RPL19A TOR yeast,Yeast superoxide,CIT2 TOR yeast,LAP4 TOR yeast,MEP2-GFP yeast
COc1ccc(S(=O)(=O)N(CC(=O)NN=C2CCN(C)CC2)c2cc(Cl)ccc2OC)cc1OC,103,-0.1,2,101,87,100,92,103
Nc1c(-c2cccc([N+](=O)[O-])c2)nc2ccccn12,97,-0.1,9,102,90,97,88,95
CCc1nnc(NS(=O)(=O)c2ccc(Nc3ccc([N+](=O)[O-])c4nonc34)cc2)s1,96,0.0,1,97,142,90,99,91
COC(=O)c1nonc1NCn1nnc2ccccc21,107,0.0,3,104,106,110,103,102
Cn1nnnc1SCC(=O)Nc1ncc(Cl)cc1Cl,101,-0.2,-3,96,93,100,98,96
Fc1ccc(-c2[nH]ncc2-c2nnnn2-c2ccccc2)c(F)c1,100,-0.2,-6,95,113,90,.,91
Nc1nc(OCc2ccccc2)c2[nH]cnc2n1,88,-0.1,35,96,101,104,100,86

# (more compounds)
SMILES,AGP1 TOR yeast,Efflux pump inh,AHR activator,RPL19A TOR yeast,Yeast superoxide,CIT2 TOR yeast,LAP4 TOR yeast,MEP2-GFP yeast
O=C(CCNS(=O)(=O)c1ccc2[nH]c(=O)oc2c1)NCc1ccccc1,115,0.1,-2,113,120,112,114,105
O=C1c2ccccc2C(O)(Cc2ccccc2)N1Cc1ccco1 (stereo not drawn),99,0.0,4,101,98,96,101,104
COc1ccc(OC)c(CCNC(=O)Cn2nc(C)c3c(C)n(-c4ccc(C)cc4)nc3c2=O)c1,99,0.1,-2,97,106,99,93,98
CCC1CCCCN1S(=O)(=O)c1ccc(NC(=O)c2ccncc2)cc1 (stereo not drawn),103,0.0,3,106,117,95,94,106
Cc1cc(C)c2c(N)c(-c3nc4ccccc4[nH]3)sc2n1,98,0.2,55*,92,86,95,112,103
CCS(=O)(=O)N1CCN(C2CCC(C)CC2)CC1 (stereo not drawn),104,-0.1,-1,99,92,103,100,102
O=C(NCCCn1ccnc1)C(F)(F)C(F)(F)C(=O)NCCCn1ccnc1,101,0.1,2,100,96,96,104,98
OC(CNCCc1ccc(Cl)cc1Cl)COc1ccccc1 (stereo not drawn),96,-0.1,0,96,93,102,94,107
COc1ccc(C(CNC(=O)c2ccc(S(=O)(=O)N3CCOCC3)cc2)N2CCCCC2)cc1 (stereo not drawn),105,0.0,-2,100,98,102,105,98
COc1ccc(-c2nnc(SCC(=O)c3ccc(O)cc3O)o2)cc1,100,-0.3,2,99,108,100,106,107
Cc1sc(NC(=O)CSc2nnnn2C2CCCCC2)c(C#N)c1C,95,-0.2,1,94,98,95,99,94
COC(=O)[C@H](Cc1ccccc1)NC(=O)N1CCCCC1,109,0.0,-5,100,105,93,107,101
Cc1ccc(-n2ncc3c(N4CCN(c5ccc(F)cc5)CC4)ncnc32)c(C)c1,94,0.2,-2,100,111,94,100,107
CCCCN(CCCC)CCNC(=O)c1cn(C)c2ccc(S(=O)(=O)N3CCCC3)cc2c1=O,101,0.2,0,105,103,105,99,112
COc1cc(C=C2C(=O)OC(C)(C)OC2=O)ccc1OCC(=O)Nc1ccccc1,97,0.1,2,102,97,95,99,101
CCN(c1ccccc1)S(=O)(=O)c1ccc2c(c1)N(C(C)=O)CCS2,91,0.3,0,93,85,94,99,145
COc1cc(OC)c(/C=C2\C(=O)Nc3ccccc32)c(OC)c1,78,0.1,79*,100,102,68,141,102
Cc1oc(-c2ccccc2F)nc1CS(=O)CC(=O)NCc1cccs1 (stereo not drawn),98,-0.1,3,94,115,101,94,95
CCCc1cc(C(=O)Cc2ccccn2)c(O)cc1O,98,-0.1,35,104,88,101,104,109
O=C(CCN1CCCCC1)N/N=C/c1ccc(Br)cc1,100,0.0,6,105,82,111,98,109
Cc1c(CCOC(=O)c2ccc(N3CCOCC3)c([N+](=O)[O-])c2)sc[n+]1CC#N,104,-0.2,1,97,107,101,103,95
O=Cc1c(NCc2cccc(F)c2)c2ccccc2[nH]c1=O,102,-0.1,-1,103,97,106,99,107
CCOC(=O)c1ccccc1NC(=O)COC(=O)C1=COCCO1,86,0.3,0,96,100,94,93,100
CCc1cccc(C)c1NC(=O)CN1CCN(S(=O)(=O)c2ccc(C(C)(C)C)cc2)CC1,96,0.0,4,95,109,106,98,93
Cn1c(Cn2c(=O)sc3ccccc32)nnc1SCc1ccccn1,85,0.3,1,94,97,90,97,96
O=[N+]([O-])c1ccccc1/C=C/CN1CCSCC1,95,0.0,10,97,86,93,101,96
O=C(NCc1ccncc1)C(=O)NCC1OCCCN1S(=O)(=O)c1cc(F)ccc1F (stereo not drawn),109,0.2,3,94,98,100,107,98
COC(=O)c1ccc(Sc2ccccc2NS(=O)(=O)c2ccc(NC(C)=O)cc2)nc1,97,0.0,12,96,91,102,96,103
COC(=O)c1cc(Br)ccc1N(Cc1cc(OC)cc(OC)c1)S(C)(=O)=O,107,-0.1,9,98,111,102,101,85
CCCOc1ccc(C2NC(=O)NC(c3ccccc3)=C2C(C)=O)cc1OCC (stereo not drawn),95,0.1,2,98,100,99,96,93
Cc1ccc(CCC(=O)Nc2ccc(CC(=O)O)cc2)o1,104,0.0,0,105,100,106,93,100
CCc1cccc(C)c1NC(=O)CSc1nc2ccc(N3C(=O)c4ccccc4C3=O)cc2s1,94,-0.1,33,94,104,113,90,92
CCC(CC)c1nnc(NC(=O)CCN2C(=O)c3ccccc3C2=O)s1,105,0.0,24,103,102,111,104,113
CC(C)OCCCN1CN(S(=O)(=O)c2ccccc2)c2nc3ccccc3nc21,101,-0.4,-4,99,90,103,96,102
CCN(C(=O)CSc1nnc(-c2ccc(F)cc2)n1C)C1CCS(=O)(=O)C1 (stereo not drawn),102,0.2,1,100,95,100,102,106
COC(=O)C1=NN(C(C)(C)CC(C)=O)C2C(=O)N(C3CCCCC3)C(=O)C12 (stereo not drawn),115,-0.1,0,101,118,102,105,105
COC(=O)[C@@H]1C[C@H]2CC[C@H](O)C[C@H]2N1Cc1ccccc1OC(=O)c1cccs1,74,0.1,1,93,103,68,130,92
O=[N+]([O-])c1cc(Cl)ccc1Nc1ccccc1,99,-0.1,-2,107,101,97,99,106
CCN(C(=O)CSc1nc2nc(C)cc(C)n2n1)c1ccccc1,107,0.0,0,102,116,101,105,107
COCCOC(=O)c1c(C)n(C)c2ccc(OC(=O)c3c(OC)cccc3OC)cc12,103,-0.2,23,101,98,105,110,96
CCOc1ccc(CN2CCC(n3nccc3NC(=O)C3CC3)CC2)cc1CO,98,0.0,-2,100,77,96,92,95
N#C/C(=C\c1ccc(-c2ccccc2[N+](=O)[O-])o1)C(=O)N1CCOCC1,95,0.1,7,112,89,111,105,106
O=C(CCC(=O)N1CCOc2ccccc21)NCc1ccccn1,90,0.4,17,102,102,92,111,94
Nc1c2c(nc3sc4c(c13)CCCC4)CCCCCC2,102,0.3,49*,111,112,102,97,98
CCN(CC)CCCN(C(=O)c1cccs1)c1nc(-c2ccc(OC)cc2)cs1,107,-0.1,-3,100,103,111,101,102
COCc1nnc(NC(=O)C2CC(=O)N(c3ccc(C)c(Cl)c3)C2)s1 (stereo not drawn),110,-0.2,0,102,105,98,110,102
C[C@@H]1CN(C(=O)c2nc3ccc(Cl)cn3c2CN2CCc3sccc3C2)C[C@H](C)O1,104,-0.6,2,104,97,102,92,99
CCc1ccc2[nH]c(=O)c(CN(Cc3ccccc3OC)Cc3nnnn3Cc3ccco3)cc2c1,94,0.4,6,96,113,96,93,101
CCCCOc1cccc(C(=O)NC(=S)Nc2cccc(C(F)(F)F)c2)c1,91,0.1,8,100,103,98,96,119
COc1cc([C@H]2OC[C@H]3[C@@H]2CO[C@H]3c2ccc(O)c(OC)c2)ccc1O,95,-0.1,1,96,103,94,95,92
O=C(O)COc1ccc(-c2nccc(-c3ccccn3)n2)cc1,96,0.0,-9,96,110,94,99,96
COc1ccc(CN2[C@@H](CC(=O)O)c3ccc(C(F)(F)F)cc3S2(=O)=O)cc1,90,-0.1,1,105,95,116,138,95
Cc1cc(C)cc(N(C(=O)CNC(=O)c2ccco2)C(C(=O)NC2CCCCC2)c2ccncc2)c1 (stereo not drawn),96,0.0,9,100,98,112,94,107
Cc1ccc(C(=O)Oc2csc(=S)n2C(=O)c2ccc(C)cc2)cc1,88,0.1,1,96,103,84,109,97
S=C(NCc1ccco1)NC1CCCc2ccccc21 (stereo not drawn),96,0.1,0,110,99,95,102,101
CC12CN(C(=O)c3ccccc3)C3(C#N)CC1CCC23C (stereo not drawn),102,0.0,0,102,96,103,107,106
